FUS suppressor: rescues growth of FUS-expressing yeast; Potency, µM (top dose mostly 76.6 µM), inactives show at the highest dose growth rescue (activation), usual class: activators; AID 1347120; S. cerevisiae FUS-expressing, growth rescue, OD600, 24 h; actives 0.24% (n = 390,000);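 also: potency is read from the fitted curve at half-maximal effect; plate controls were DMSO vehicle for no effect and reference control for full effect; nearly all actives have a fitted effect of over 55% in size; some results filed as inactive show a strong effect at the top dose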
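Cultures pregrown in 2.5% raffinose medium are shifted to minimal medium containing 2% galactose to express toxic FUS. Compounds are tested at several concentrations. After 24hr at 30C, growth is quantified at 600 nm absorbance.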
aSyn yeast inh: rescues yeast growth from alpha-synuclein toxicity; Yeast expressing alpha-synuclein, growth rescue, BacTiter-Glo, 24 h; actives 0.14% (n = 370,000); Potency, µM (top dose mostly 46.1 µM), without a hit: top-dose growth rescue (activation), usual class: activators; AID 652106; also: potency is read from the fitted curve at half-maximal effect; % of control where 0% means no effect; nearly all actives have a fitted effect of over 65% in size
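Readout is rescue of growth in alpha-synuclein-expressing yeast, so inhibitors of toxicity appear as activators. Growth after 24 hr at 30 deg C in galactose medium is quantified by luminescence.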
Akt phos inh: inhibitors of Akt phosphorylation; Neuro2A IGF-stimulated pAkt S473 HTRF, 20 min; active compounds read low; activity change, % for hits at 50 µM; actives 0.32% (n = 360,000); in the data active = activity change below about -80%; inconclusive = mostly about -51% to -80%; also: % is scaled to controls: 0 for no effect and ±100 for the full control effect
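Single-point screen (50 µM final compound) in Neuro2A cells stimulated 20 min with 6 nM IGF at 37 deg C. After lysis, Ser473-phosphorylated Akt read by HTRF (ex 330 nm, em 615/665 nm) as the 665/615 ratio.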
PTHR1 agonist: agonists of human PTHR1 parathyroid hormone receptor | Q03431 | HEK293 GP2 PTHR1 cells, GloSensor cAMP luminescence, 1 h | Potency, µM (titrated, usually from 115 µM), inactives show at the highest dose activation, actives largely listed as activators | actives 0.075% (n = 410,000) | AID 743266; also: potency is read from the fitted curve at half-maximal effect; nearly all actives have a fitted effect of over 55% in size; some results filed as inactive show a strong effect at the top dose; inactives centre near -15; many of its hits are not listed in these tables
Target sequence (Q03431 whole entry, looked up): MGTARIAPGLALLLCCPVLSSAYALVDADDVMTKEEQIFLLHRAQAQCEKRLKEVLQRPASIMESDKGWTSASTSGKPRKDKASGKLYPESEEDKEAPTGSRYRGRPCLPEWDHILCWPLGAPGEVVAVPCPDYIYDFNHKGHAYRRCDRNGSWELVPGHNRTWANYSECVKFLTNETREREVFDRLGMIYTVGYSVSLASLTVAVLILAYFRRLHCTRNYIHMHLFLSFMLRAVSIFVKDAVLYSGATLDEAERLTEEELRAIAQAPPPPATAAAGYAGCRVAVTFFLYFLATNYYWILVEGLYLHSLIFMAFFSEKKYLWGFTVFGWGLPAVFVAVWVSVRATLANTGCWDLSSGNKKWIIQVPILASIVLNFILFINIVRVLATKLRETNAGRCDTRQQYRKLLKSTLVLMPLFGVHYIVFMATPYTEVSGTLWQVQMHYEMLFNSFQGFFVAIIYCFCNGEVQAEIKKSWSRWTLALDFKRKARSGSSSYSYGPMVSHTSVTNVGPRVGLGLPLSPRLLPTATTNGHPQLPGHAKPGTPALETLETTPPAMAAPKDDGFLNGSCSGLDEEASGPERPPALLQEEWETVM
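HEK-293-derived GP2 cells expressing PTHR1 and a GloSensor cAMP reporter, 3,000/well, plated overnight, given luciferin plus IBMX (each 0.5 mM as added) for 1 h at 37 °C, then compound for 1 h at 37 °C. Luminescence was read after 15 min at room temperature.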
Abeta rescue: compounds reversing amyloid beta toxicity in yeast | yeast expressing A-beta42, growth rescue, OD600, 48 h; response scale: 0% DMSO, 100% iron-clioquinol control | AID 1347071 | actives 0.063% (n = 410,000) | Potency, µM (highest dose often 46.1 µM), without a hit: at the top dose growth rescue, actives largely listed as activators; also: potency is read from the fitted curve at half-maximal effect; nearly all actives have a fitted effect of over 55% in size
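Yeast A-beta toxicity model in growth medium with pinned compounds, 48 h at 30 C; growth read as absorbance at 600 nm. Normalized to FeCl3/clioquinol equimolar mix (positive) and DMSO (negative).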
GLP-1R agonist: agonists of human GLP-1 receptor | P43220 | HEK293 GLP-1R CRE-luciferase, luminescence, 4-6 h; cells express a hypersensitive GLP-1R form | Potency, µM (doses to about 45.6 µM), inactives show at the top dose activation, most hits filed as activators | actives 0.007% (n = 380,000); also: potency is read from the fitted curve at half-maximal effect; % of control where 0% means no effect
Target sequence (P43220 whole entry, looked up): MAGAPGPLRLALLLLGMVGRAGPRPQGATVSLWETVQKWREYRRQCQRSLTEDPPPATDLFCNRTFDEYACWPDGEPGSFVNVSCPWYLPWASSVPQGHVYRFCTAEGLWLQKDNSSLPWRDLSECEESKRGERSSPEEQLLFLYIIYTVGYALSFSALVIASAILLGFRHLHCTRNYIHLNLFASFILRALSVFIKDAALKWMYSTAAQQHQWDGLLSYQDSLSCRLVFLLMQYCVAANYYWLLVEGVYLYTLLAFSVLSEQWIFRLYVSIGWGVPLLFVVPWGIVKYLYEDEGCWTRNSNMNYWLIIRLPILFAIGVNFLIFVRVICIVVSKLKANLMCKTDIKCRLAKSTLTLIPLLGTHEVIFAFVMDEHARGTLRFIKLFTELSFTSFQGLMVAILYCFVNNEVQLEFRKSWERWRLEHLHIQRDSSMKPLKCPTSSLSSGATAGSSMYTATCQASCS
DRD3 antagonist: blocks the human D3 dopamine receptor | P35462 | D3R cells, DiscoveRx beta-arrestin luminescence, antagonist mode; active compounds read low | max response, negative = inhibition, % | actives 2.5% (n = 360,000) | AID 652054; in the data active = max response below about -50%; inconclusive = no clear call, values can overlap the other calls; also: % is scaled to controls: 0 for no effect and ±100 for the full control effect; mostly tested at two doses, the higher about 12 µM
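Cells plated overnight at 1500 cells/well, then exposed to library compounds with dopamine controls for 90 minutes at 37 degrees C. DiscoveRx reagent added for 30–60 minutes at room temperature; luminescence read, quantitative HTS format.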
GLP1R inv ag: acts as inverse agonist at human GLP-1 receptor; AID 624417; actives 1.6% (n = 410,000); HEK293 GLP-1R CRE-luciferase, luminescence, 24 h; GLP-1R form is constitutively active; Potency, µM (titrated, usually from 38.3 µM), for inactives: at the highest dose activity change, negative = inhibition, hits mostly inhibitors; also: potency is read from the fitted curve at half-maximal effect; % is scaled to controls: 0 for no effect and ±100 for the full control effect; nearly all actives have a fitted effect of over 55% in size
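qHTS in 1536-well format: reporter HEK293 cells expressing constitutive GLP-1R activity in DMEM + 10% Nu serum, 24 hr with compounds at 37 deg C, luminescence read after 12 min with detection reagent.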
TDP-43 yeast inh: TDP-43 toxicity inhibition in yeast; TDP-43 expressing yeast growth rescue, BacTiter-Glo, 24 h; Potency, µM (highest dose often 46.1 µM), for the others: at the top dose growth rescue (activation), usual class: activators; actives 1.8% (n = 410,000); also: potency is read from the fitted curve at half-maximal effect; % of control where 0% means no effect; nearly all actives have a fitted effect of over 50% in size
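Yeast expressing TDP-43 (pregrown in raffinose, seeded at OD600=0.02 in galactose medium) exposed to compounds 24 hr at 30 deg C. Growth read by BacTiter-Glo luminescence; rescue of toxicity appears as increased signal.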
The depositor's hits bear a star; [ ] = dose if it differs, or a comment. Unless noted, calls follow the shape of the dose curve; as a rule, active = well fitted curve in the direction sought with a large enough effect; inconclusive = small, poorly fitted or top-dose-only effect, or another doubt; inactive = no such curve, though single readings can be large; an effect the other way counts as inactive or inconclusive.

Screening CCc1nc2oc3ccccc3c(=O)c2c(=O)n1-c1ccc(C)cc1 returned FUS suppressor 17%, aSyn yeast inh 1%, Akt phos inh inactive, PTHR1 agonist -5%, Abeta rescue -15%, GLP-1R agonist 8%, DRD3 antagonist 4, GLP1R inv ag 8% and TDP-43 yeast inh -15%.
Screening COc1ccc([N+](=O)[O-])c(O)c1C(C)=O returned FUS suppressor 5%, aSyn yeast inh 2%, Akt phos inh inactive, PTHR1 agonist -5%, Abeta rescue -3%, GLP-1R agonist 5%, DRD3 antagonist -8, GLP1R inv ag 13% and TDP-43 yeast inh -11%.
Screening CCCCn1c(N)c(N(CCOC)C(=O)c2nn(CC)c(=O)c3ccccc23)c(=O)[nH]c1=O returned FUS suppressor 12%, aSyn yeast inh -5%, Akt phos inh inactive, PTHR1 agonist -7%, Abeta rescue -14%, GLP-1R agonist -2%, DRD3 antagonist 12, GLP1R inv ag 15% and TDP-43 yeast inh -6%.
CCN1CCN(C(=O)c2cnn(-c3ccc(F)cc3F)c2C2CCN(C(=O)OC(C)(C)C)CC2)CC1 was read as FUS suppressor 21%, PTHR1 agonist inactive, Abeta rescue -17%, GLP1R inv ag 12% and TDP-43 yeast inh -3%.
CCCCN(CCCC)S(=O)(=O)c1ccc2oc(C(=O)N3CCOCC3)c(C)c2c1 was read as FUS suppressor inconclusive, aSyn yeast inh 8%, PTHR1 agonist inactive, Abeta rescue -7%, GLP-1R agonist -1%, DRD3 antagonist 25, GLP1R inv ag -14% and TDP-43 yeast inh -39%.
For Nc1nc(NCCOCCO)nc(N2CCCCCC2)c1[N+](=O)[O-] the results were FUS suppressor 16%, aSyn yeast inh -1%, Akt phos inh inactive, PTHR1 agonist inactive, Abeta rescue 1%, GLP-1R agonist 19%, DRD3 antagonist -6, GLP1R inv ag 29% and TDP-43 yeast inh -11%.
Screening CSC[C@H]1CN(Cc2cccnc2)C(=O)[C@@H]1CC(=O)Nc1ccc(Br)cc1 returned FUS suppressor -12%, aSyn yeast inh -4%, Akt phos inh inactive, PTHR1 agonist -24%, Abeta rescue -5%, GLP-1R agonist 2%, DRD3 antagonist 5, GLP1R inv ag -7% and TDP-43 yeast inh 13%.
For CC(C)c1ccc(C2CC(=O)Nc3cc4c(cc32)OCCO4)cc1 (configuration not stated) the results were FUS suppressor 17%, PTHR1 agonist -31%[inhibitor], Abeta rescue -9%, GLP-1R agonist -2%, GLP1R inv ag inconclusive and TDP-43 yeast inh 27%.
`CC(C)/C=C/C(=O)N1CCC(N2CCC(C(=O)NCc3ccccn3)CC2)CC1` gave FUS suppressor 5%, aSyn yeast inh -1%, Akt phos inh inactive, PTHR1 agonist inactive, GLP-1R agonist -6%, DRD3 antagonist 5, GLP1R inv ag 0% and TDP-43 yeast inh 14%.
For COC(=O)c1ccccc1NC(=O)CNc1ccc(F)c(S(=O)(=O)N2CCOCC2)c1 the results were FUS suppressor inconclusive, aSyn yeast inh -1%[1.84 µM], Akt phos inh inactive, PTHR1 agonist -29%, Abeta rescue 13%, GLP-1R agonist 18%, DRD3 antagonist -2, GLP1R inv ag 6% and TDP-43 yeast inh -4%.
Cc1ccc(C)c(OCCCNC2CCCC2)c1C was read as FUS suppressor 11%, aSyn yeast inh -3%, Akt phos inh inactive, PTHR1 agonist inconclusive, Abeta rescue -16%, GLP-1R agonist 2%, DRD3 antagonist -73*, GLP1R inv ag inconclusive and TDP-43 yeast inh -15%.
Screening CCc1ccc(NC(=O)C[n+]2cc(-c3ccc(C)cc3)n3c2CCC3)cc1 returned FUS suppressor -5%, aSyn yeast inh 2%, Akt phos inh inactive, PTHR1 agonist inactive, Abeta rescue -24%, GLP-1R agonist -4%, DRD3 antagonist inconclusive, GLP1R inv ag inconclusive and TDP-43 yeast inh 14%.
Screening NS(=O)(=O)c1cc(C(=O)OCC(=O)NNC(=O)c2ccccc2)ccc1Cl returned FUS suppressor 17%, aSyn yeast inh -7%, Akt phos inh inactive, PTHR1 agonist inactive, Abeta rescue 7%, GLP-1R agonist -8%, DRD3 antagonist 6, GLP1R inv ag 14% and TDP-43 yeast inh -18%.
For Cc1cc(Nc2ccc(Cl)cc2)nc(NCc2ccccc2)n1 the results were aSyn yeast inh -22%, Akt phos inh inactive, PTHR1 agonist -21%, Abeta rescue -86%[inhibitor], GLP-1R agonist inconclusive, DRD3 antagonist -30, GLP1R inv ag 11µM* and TDP-43 yeast inh 17%.
For CC(=O)c1ccc(N2CCN(C(=O)c3ccccc3SCC(=O)NCc3ccco3)CC2)c(F)c1 the results were aSyn yeast inh -1%, Akt phos inh inactive, PTHR1 agonist -42%[inhibitor], Abeta rescue -12%, GLP-1R agonist -1%, DRD3 antagonist -17, GLP1R inv ag -10% and TDP-43 yeast inh 0%.
COc1cccc(CN2CCNC(=O)C2CC(=O)NCCCC2CCCC2)c1OC (configuration not stated) was read as aSyn yeast inh -1%, Akt phos inh inactive, PTHR1 agonist 0%, Abeta rescue -11%, GLP-1R agonist 8%, DRD3 antagonist -10, GLP1R inv ag -16% and TDP-43 yeast inh 7%.
Screening Cc1ccc(Cl)cc1NC(=O)COC(=O)c1ccccc1O returned FUS suppressor -23%, aSyn yeast inh -2%, Akt phos inh inactive, PTHR1 agonist -19%, Abeta rescue 0%, GLP-1R agonist 2%, DRD3 antagonist -13, GLP1R inv ag 9% and TDP-43 yeast inh -3%.
CCCCCCCC(=O)NNC(=O)CCC(=O)O was read as FUS suppressor 25%, aSyn yeast inh -3%, Akt phos inh inactive, PTHR1 agonist -13%[57.5 µM], Abeta rescue 20%, GLP-1R agonist 1%, DRD3 antagonist -25, GLP1R inv ag 11% and TDP-43 yeast inh -3%.
`Cc1c(CC(=O)O)c(=O)oc2c(C)c(OCc3ccccc3)ccc12` gave FUS suppressor 32%, aSyn yeast inh 2%, Akt phos inh inactive, PTHR1 agonist inactive, Abeta rescue -15%, GLP-1R agonist -4%, DRD3 antagonist -3, GLP1R inv ag 7% and TDP-43 yeast inh 6%.
Screening O=C1CC(N2CCN(c3cccc(C(F)(F)F)c3)CC2)C(=O)N1c1ccccc1 (configuration not stated) returned FUS suppressor 2%, aSyn yeast inh 1%, Akt phos inh inactive, PTHR1 agonist -4%[57.5 µM], Abeta rescue 13%, GLP-1R agonist -11%, DRD3 antagonist -29, GLP1R inv ag 10% and TDP-43 yeast inh inconclusive.
For O=C(NCCc1c[nH]c2ccccc12)c1ccc(Cl)cc1 the results were FUS suppressor -1%, aSyn yeast inh 12%, Akt phos inh inactive, PTHR1 agonist -1%, Abeta rescue -5%, GLP-1R agonist -5%, DRD3 antagonist 5, GLP1R inv ag inconclusive and TDP-43 yeast inh -44%[inhibitor].
`COc1ccc(-c2c([C@H]3[C@H]4C=CC[C@@H](C)[C@@H]4C(=O)N3Cc3ccccc3)ccc3ccccc23)cc1OC` gave FUS suppressor 23%, aSyn yeast inh 1%, Akt phos inh inactive, PTHR1 agonist -25%, Abeta rescue 3%, GLP-1R agonist -4%, DRD3 antagonist inconclusive, GLP1R inv ag inconclusive and TDP-43 yeast inh -17%.
Screening COc1cc(NS(=O)(=O)c2cnc(N)nc2)cc(OC)c1 returned FUS suppressor -8%, PTHR1 agonist inactive, Abeta rescue -2%, GLP1R inv ag 17% and TDP-43 yeast inh 24%.
`COc1ccc(C)cc1NC(=O)n1ncc2c(C)cccc21` gave FUS suppressor -32%, aSyn yeast inh 1%, Akt phos inh inactive, PTHR1 agonist inactive, Abeta rescue -3%, GLP-1R agonist -2%, DRD3 antagonist 38, GLP1R inv ag 10% and TDP-43 yeast inh 20%.
Screening CCCCn1nc(C(=O)N(C)CC(=O)Nc2ccc(F)c(F)c2F)ccc1=O returned aSyn yeast inh -1%, Akt phos inh inactive, PTHR1 agonist -15%, Abeta rescue -3%, GLP-1R agonist 2%, DRD3 antagonist 40, GLP1R inv ag -4% and TDP-43 yeast inh 14%.
For CC1=CC(=O)C2(C)C(C)=C(C)C12C (configuration not stated) the results were FUS suppressor -10%, aSyn yeast inh -5%, Akt phos inh inactive, PTHR1 agonist -16%, Abeta rescue 2%, GLP-1R agonist -3%, DRD3 antagonist -9, GLP1R inv ag 7% and TDP-43 yeast inh 22%.
CN(C(=O)COC(=O)CN1C(=O)C2CC=CCC2C1=O)c1ccccc1 (configuration not stated) was read as FUS suppressor 0%, aSyn yeast inh -1%, Akt phos inh inactive, PTHR1 agonist inactive, Abeta rescue 1%, GLP-1R agonist 3%, DRD3 antagonist -19, GLP1R inv ag 0% and TDP-43 yeast inh -10%.
Screening Cc1ccc[n+](CC(=O)Nc2cccc(Cl)c2)c1 returned FUS suppressor 2%, aSyn yeast inh 1%, Akt phos inh inactive, PTHR1 agonist 8%, Abeta rescue 4%, GLP-1R agonist -5%, DRD3 antagonist -19, GLP1R inv ag 3% and TDP-43 yeast inh 7%.
Cc1ccc(S(=O)(=O)c2ccccc2)cc1S(=O)(=O)N1CCOCC1 was read as FUS suppressor -2%, aSyn yeast inh 9%, Akt phos inh inactive, PTHR1 agonist -10%[57.5 µM], Abeta rescue 6%, GLP-1R agonist 6%, DRD3 antagonist 17, GLP1R inv ag 0% and TDP-43 yeast inh 1%.
CCOC(=O)Cn1nnnc1CN(CCc1ccccc1)Cc1cc2cc(CC)ccc2[nH]c1=O was read as FUS suppressor inconclusive, aSyn yeast inh -2%, Akt phos inh inactive, PTHR1 agonist -16%, Abeta rescue -1%, GLP-1R agonist -6%, DRD3 antagonist 34, GLP1R inv ag 2% and TDP-43 yeast inh -28%.

These rows are one share of the data; rates above refer to the full screens.
